Screens from PubChem BioAssay.
PMI inhibition – human PMI inhibitors, high substrate, primary screen, biochemical, fluorescence intensity, high mannose 6-phosphate (AID 1220); recombinant PMI enzyme, coupled fluorescence intensity; higher % means a stronger effect; one-dose inhibition, % at 20 µM; IC50 in µM for titrated hits; actives 0.66% (n = 190,000)
XIAP antagonists – XIAP antagonists, biochemical, IAP family, fluorescence polarization (AID 1018). XIAP BIR domain, fluorescence polarization peptide displacement; higher % means a stronger effect. actives 0.007% (n = 200,000). displacement, % at 20 µM, or IC50 in µM where a hit was titrated; in the data active = displacement above about 50%; also: a part of the inactive calls stands beside numbers as strong as those of hits
M17LAP inhibition – P. falciparum M17LAP inhibitors, primary screen, biochemical, fluorogenic H-Leu-NHMec substrate, 1536-well (AID 1619); recombinant M17LAP, H-Leu-NHMec fluorogenic kinetic assay; higher % means a stronger effect; inhibition, % at 30 µM, or IC50 in µM where a hit was titrated; actives 0.38% (n = 220,000);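 active = compound inhibiting the enzyme by more than half at any dose during confirmatory dose-response retesting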;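 also: plate controls were full reaction with DMSO carrier for no effect and no enzyme background for full effect; strong numbers were not always called active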
human PMI inhibition – inhibitors of human PMI, primary screen, biochemical, fluorescence intensity, coupled assay (AID 1209); purified PMI enzyme, coupled fluorescence intensity; higher % means a stronger effect; actives 0.42% (n = 190,000); inhibition, % at 20 µM, or IC50 in µM where a hit was titrated;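 also: plate controls were DMSO vehicle for no effect and wells lacking substrate for full effect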
M1AAP inhibition – P. falciparum M1AAP inhibitors, biochemical, fluorogenic H-Leu-NHMec substrate, 1536-well (AID 1445); recombinant M1AAP, H-Leu-NHMec fluorogenic kinetic assay; higher % means a stronger effect; one-dose inhibition, % at 30 µM; IC50 in µM for titrated hits; actives 0.42% (n = 220,000);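 active = primary inhibition above the hit cutoff, then over 50% inhibition at one or more dose response concentrations, cut at about 23% in these data, passing the limit was not always enough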;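 also: plate controls were DMSO full reaction for no effect and no enzyme background for full effect; strong numbers were not always called active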
WT yeast gro inh – growth inhibition of WT yeast, mitochondrial fusion screen | mitochondrial fusion phenotypic screen, WT strain | inhibition, % at 10 µM | actives 2.1% (n = 190,000) | AID 1362; in the data active = inhibition above about 58%; tested in S. cerevisiae
LYP inhibition – PTPN22 lymphoid phosphatase activity blockers – biochemical, fluorescence intensity, uHTS (AID 1779) | recombinant LYP phosphatase, fluorescence intensity; higher % means a stronger effect | inhibition, % at 11.5 µM, or IC50 in µM where a hit was titrated | actives 0.054% (n = 290,000);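 also: plate controls were vehicle with enzyme for no effect and no enzyme for full effect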
Yfh1-depleted yeast – mitochondrial function rescue without frataxin homolog – Friedreich's ataxia, plus single-dose screen, dose response (AID 1465). fold induction at 50 µM, or EC50 in µM where a hit was titrated. S. cerevisiae Yfh1-off respiration, WST-1 reduction, 72 h; higher fold induction means a stronger effect. actives 0.074% (n = 220,000);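 active = fold induction of absorbance versus untreated yeast above a set limit, then at least 30% activation at any dose in follow-up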;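 also: activators that raise dye reduction in frataxin-depleted yeast; strong numbers were not always called active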
TNAP activation fold – stimulation of alkaline phosphatase TNAP activity – biochemical, luminescent, no phosphate acceptor, uHTS, primary screen (AID 1001) | activation fold at 20 µM; hits with a dose series show EC50 in µM | actives 0.03% (n = 200,000) | purified TNAP, luminescent activation assay, no phosphate acceptor; higher activation fold means a stronger effect; in the data active = activation fold from about 3, or a potency from the dose series; inactive = the rest, 99 in 100 with activation fold below about 1.6; also: many of its hits are not listed in these tables
WT yeast gro inh mutant strain – recorded beside WT yeast gro inh, whose call it bears; inhibition, %; mitochondrial fusion phenotypic screen, mutant strain inhibition
Starred values were filed as active, the others as inactive; i = inactive; . = not tested or not shown. Rule as the data show it, unless noted: active = inhibition above about 50%; inactive = the rest. Random draw from the library; overall some 3.7% were active at least once.

Screens in order – PMI inhibition	XIAP antagonists	M17LAP inhibition	human PMI inhibition	M1AAP inhibition	WT yeast gro inh	WT yeast gro inh mutant strain	LYP inhibition	Yfh1-depleted yeast	TNAP activation fold
> CN(C[C@H](Cc1ccccc1)N(C[C@H](Cc1ccccc1)N(CCc1cc(C(F)(F)F)cc(C(F)(F)F)c1)N=O)N=O)N=O
  4%	-2.4%	0%	16%	2%	7	6	2%	i	1.1
> O=C(OCn1nnc2ccccc2c1=O)c1ccc2ccccc2n1
  9%	-1.0%	6%	0%	-6%	8	-6	-8%	i	1.2
> COc1ccc(CCNS(=O)(=O)c2ccc3c(c2)OCCO3)cc1
  9%	1.3%	-7%	17%	-2%	-14	-21	-2%	.	1.1
> N/C(COc1ccc(Cl)cc1Cl)=N\O
  .	.	6%	.	7%	.	.	-4%	i	.
> O=C(O)CCn1[nH]c(=O)c2ccccc2c1=O
  -4%	-1.4%	-3%	0%	1%	20	23	-6%	i	1.1
> CCOc1ccc(NC(=O)Cn2nnc(-c3ccccc3NC(=O)c3cccs3)n2)cc1
  3%	-18%	-3%	13%	2%	14	16	-6%	i	1.1
> CCSc1nnc(NC(=O)c2cc(-c3ccc(C)c(C)c3O)n[nH]2)s1
  -1%	.	17%	2%	2%	-4	-4	0%	i	2
> COc1ccc(S(=O)(=O)Nc2ccccn2)cc1C
  -9%	-6.7%	-7%	2%	3%	7	5	-12%	i	1.1
> Cc1cccc(-n2c(=S)[nH]c3nc4c(cc3c2=O)COC(C)(C)C4)c1
  .	.	-2%	.	0%	.	.	-7%	i	.
> Cc1[nH]n(-c2ccccc2)c(=S)c1C=NCCCN=Cc1c(C)[nH]n(-c2ccccc2)c1=S
  -35%	-5.6%	18%	-4%	2%	-3	-7	-8%	i	1.3
> CCCn1c(SCC(=O)NCC2CCCO2)nc2c1c(=O)n(C)c(=O)n2C (stereo not given)
  -1%	-6.4%	12%	-2%	14%	3	5	0%	i	1.1
> S=c1[nH]nc(-c2ccc(Br)cc2)n1-c1ccc2c(c1)OCCO2
  .	.	14%	.	2%	.	.	-7%	i	.
> CCS(=O)(=O)c1ccc2oc(SCC(=O)N3c4ccccc4CC3C)nc2c1 (stereo not given)
  2%	-3.3%	-5%	8%	6%	20	-32	-4%	i	1.1
> COC(=O)CCN(C(=O)c1ccc(C)c([N+](=O)[O-])c1)c1ccccn1
  3%	0.5%	-1%	-2%	10%	0	1	-8%	i	1.1
> Cc1ccc(C(=O)NC(=S)NCC2CCCO2)cc1Br (stereo not given)
  -2%	-4.3%	2%	1%	3%	8	17	-7%	i	1
> O=C(NCCCn1ccnc1)C1CC(c2ccccc2Cl)=NO1 (stereo not given)
  .	.	-9%	.	1%	.	.	-9%	i	.
> CCCCn1c(=O)[nH]c(=O)c2c1nc(-c1ccsc1)n2Cc1ccccc1
  2%	0.5%	-10%	5%	6%	-2	-11	1%	i	1.1
> O=C(CCC(=O)N(c1ccccc1)C(C(=O)NC1CCCC1)c1ccncc1)Nc1cccnc1 (stereo not given)
  -1%	-7.9%	-7%	4%	-5%	-28	-14	-4%	i	1.1
> CCCCn1nnc(NC(=O)c2ccco2)n1
  15%	-12%	19%	12%	5%	4	20	3%	i	1
> COc1ccc(C2=NNC(c3cccnc3)=Nc3ccc(OC)cc32)cc1
  -13%	-4.1%	1%	-14%	8%	-12	12	-3%	i	1
> N#CCC(=O)N/N=C/c1cc([N+](=O)[O-])ccc1N1CCOCC1
  10%	-0.9%	15%	4%	7%	10	25	2%	i	1.1
> CCc1nnc(NC(=O)C2CC(=O)N(CCc3ccccc3)C2)s1 (stereo not given)
  -4%	-4.9%	-1%	2%	-5%	-11	-2	-12%	i	1.1
> O=C(c1ccc(NS(=O)(=O)c2cccs2)cc1)N1CCN(c2ccccc2Cl)CC1
  12%	-3.9%	2%	18%	3%	7	8	-1%	i	1.1
> CC(NC(=O)CSc1ncnc2nc[nH]c12)c1ccccc1 (stereo not given)
  18%	-4.8%	8%	17%	6%	-4	-7	2%	i	1
> O=C(NNc1ccccn1)C(=O)NNS(=O)(=O)c1ccc(F)cc1
  -4%	-9.2%	25%	20%	7%	-6	-14	-3%	i	2.7
> Cc1ccc(N(CC(=O)N/N=C/c2cccnc2)S(=O)(=O)c2ccccc2)cc1
  0%	-8.4%	8%	-13%	-2%	11	9	3%	i	1
> CCN(CC)C(=O)Cn1cc(S(=O)(=O)CC(=O)Nc2ccc3c(c2)OCCO3)c2ccccc21
  1%	-1.3%	8%	-9%	16%	0	10	-6%	i	1.1
> CC1(C)CC(=O)C2=C(C1)OC(N)=C(C#N)C2C#Cc1ccccc1 (stereo not given)
  4%	-12%	8%	4%	14%	3	15	-2%	i	1.1
> Cc1nnc(SCC(=O)Nc2nc(-c3ccc(F)cc3)cs2)[nH]c1=O
  14%	14%	-2%	11%	-6%	14	-1	-7%	i	1.1
> COCCCn1nnnc1SCC(=O)Nc1nc(C)c(C)s1
  7%	-8.1%	9%	11%	4%	1	-3	-9%	i	1.1
> CCCOc1ccc(N2C(=O)C3ON(c4ccccc4)C(CCC)C3C2=O)cc1 (stereo not given)
  5%	-0.9%	3%	8%	2%	5	-7	-4%	i	1.2
> COCCCn1c2nc3ccccc3nc2c2c(=O)n(Cc3cccs3)cnc21
  2%	-17%	2%	5%	-5%	9	16	-4%	.	1.1
> Fc1ccc(Nc2nc(Oc3ccc4c(c3)OCO4)nc(N3CCOCC3)n2)c(F)c1
  -5%	-4.9%	5%	-3%	1%	19	20	-2%	i	1
> O=C(Nc1ccc2c(c1)OCCO2)c1c(F)cccc1F
  10%	-3.6%	14%	14%	1%	-16	-5	-3%	i	1.1
> CCCN(CCC)C(=O)CCSCCC(=O)N(CCC)CCC
  -1%	-6.2%	6%	-6%	0%	-4	-30	-5%	i	1.1
> Cn1cncc1C(=O)c1ccccc1
  .	.	9%	.	-4%	.	.	-6%	i	.
> CC(=O)Nc1cccc(/C(C)=N/NC(=O)c2ccc(CN3CCOCC3)cc2)c1
  -4%	-2.0%	-10%	-6%	-1%	-1	-7	-5%	i	1
> Cc1sc2ncnc(OCC(=O)c3ccc(S(=O)(=O)N4CCCC4)cc3)c2c1C
  0%	-1.1%	-5%	-12%	0%	22	17	7%	i	1.1
> Nc1nc2ccccc2cc1S(=O)(=O)c1ccccc1
  4%	-3.2%	-17%	0%	-1%	-9	-28	-6%	i	1.1
> CC1(C)CC2(CC(c3ccccc3F)c3cc(Cl)c(O)cc3O2)NC(=S)N1 (stereo not given)
  4%	-7.8%	0%	-8%	13%	28	24	-1%	i	1
> COc1ccc(OC)c(C2NC(=O)NC(C)=C2C(=O)Nc2ccc(C)cc2)c1 (stereo not given)
  1%	-1.9%	5%	0%	2%	-6	-7	-8%	i	1.1
> CCOC(=O)CSc1nnc(CNC(=O)c2ccc(S(=O)(=O)N(C)C)cc2)n1C
  12%	-6.5%	4%	10%	8%	3	2	-6%	i	1.1
> COc1ccc(-n2c(C)nn(CCOc3ccccc3)c2=O)cc1
  1%	-5.8%	-1%	-5%	0%	-19	17	-5%	i	1.1
> Cc1ccc(OCC(O)CN2CCN(c3ccccc3)CC2)cc1 (stereo not given)
  2%	0.5%	13%	3%	6%	11	16	-9%	i	1.1
> Cc1nc2scc(-c3ccc(Cl)cc3)c2c(=O)n1N
  5%	-2.2%	13%	5%	1%	2	-7	-7%	i	1.1
> CC(C)(C)C1CCC(OCC(O)CN2CCN(c3ccccc3)CC2)CC1 (stereo not given)
  4%	-6.4%	4%	10%	6%	-9	-2	-4%	i	1
> CCn1c(SCC(=O)Nc2ccc(OC)cc2OC)nc2nc3c(cc2c1=O)COC(C)(C)C3
  .	.	0%	.	-1%	.	.	-5%	i	.
> COc1ccc(CCCc2nnc(SCC(=O)N/N=C\c3ccc(O)c(OC)c3)o2)cc1C
  16%	-3.8%	3%	19%	18%	15	11	-3%	i	1.2
> COC(=O)c1sccc1NC(=O)Nc1cccc(C(C)=O)c1
  6%	-2.0%	1%	18%	-6%	22	12	1%	i	1.1
> Cc1ccc(C2=C/C(=C/c3cccnc3)C(=O)O2)c(C)c1
  0%	-4.6%	7%	7%	7%	-2	-2	-11%	i	1
> CCC(=O)N1CCc2cc(S(=O)(=O)CCC(=O)Nc3ccc(CC)cc3)ccc21
  7%	-1.1%	9%	10%	1%	19	16	-2%	.	1.2
> COc1ccc(OC)c(C(=O)/C=C/c2ccccc2C(F)(F)F)c1
  13%	-1.7%	-1%	32%	0%	5	5	3%	.	1
> Cc1cc(C)cc(C(=O)NC(=S)Nc2ccc3c(c2)OCCO3)c1
  15%	-2.3%	-16%	30%	10%	27	13	2%	i	1
> O=C(CC(Cc1ccccc1)C(=O)O)NCCc1ccc2c(c1)OCO2 (stereo not given)
  8%	-3.2%	18%	4%	4%	-9	-10	-3%	i	1.1
> C=CCn1c(SCc2nc3sc4c(c3c(=O)[nH]2)CCCC4)nc2ccccc2c1=O
  8%	-14%	7%	4%	1%	23	-1	4%	i	1.1
> CCCOC(=O)c1ccc(NC(=O)C(=O)NCC2CCCO2)cc1 (stereo not given)
  -1%	-0.5%	2%	-3%	5%	-2	9	-1%	i	1.2
> CC(C)(C)OC(=O)NCCC(=O)N/N=C/c1ccc2nccnc2c1
  .	.	15%	.	-2%	.	.	3%	i	.
> CC(C)n1c(N2CCN(C(=O)c3cccs3)CC2)nc2ccccc21
  1%	-6.0%	8%	13%	4%	-5	-10	-2%	i	1.1
> CCN(CC)CCNC(=O)c1ccc(Sc2ccc(C)cc2)c(NC(C)=O)c1
  -6%	-2.6%	0%	-14%	3%	2	8	1%	i	1
> O=C(N/N=C\C=C\c1ccc2c(c1)OCO2)c1cccnc1
  6%	-2.1%	-1%	5%	6%	-9	-2	6%	i	1.1

Additional entries.
Screens in order – PMI inhibition	XIAP antagonists	M17LAP inhibition	human PMI inhibition	M1AAP inhibition	WT yeast gro inh	WT yeast gro inh mutant strain	LYP inhibition	Yfh1-depleted yeast	TNAP activation fold
> CC(C(=O)NCC1(c2ccccc2)CCOCC1)N1CCOCC1 (stereo not given)
  .	-8.9%	-10%	.	4%	16	8	-6%	i	1.1
> COc1ccc(CCNC(=O)Cc2ccc3c(c2)OCO3)cc1OC
  0%	-1.1%	6%	12%	4%	-2	0	-5%	i	1.1
> C=CCSC1=C(C#N)C(c2cccc(OC)c2)CC(=O)N1 (stereo not given)
  20%	-0.1%	-5%	16%	0%	-1	-2	-2%	i	1.1
> O=C(OCc1ccc([N+](=O)[O-])cc1)c1ccc(N2CCCC2)c([N+](=O)[O-])c1
  -3%	-7.3%	-5%	1%	1%	-1	-2	-2%	i	1
